Screens: PubChem, NCI
All columns: NCI-60 one-dose screen, growth in % after 48 h at 10 µM unless noted; 100 = growth as untreated, 0 = no growth, -100 = all killed.
A549/ATCC: A549/ATCC NSCLC; AID 1794740; actives 3.7% (n = 81,000)
HOP-92: HOP-92 NSCLC cells; actives 6.3% (n = 71,000); AID 1794738
EKVX: EKVX NSCLC; actives 3% (n = 71,000); AID 1794765
UACC-62: UACC-62 melanoma | actives 5.4% (n = 81,000)
SK-MEL-5: SK-MEL-5 melanoma; actives 6.4% (n = 80,000)
UACC-257: UACC-257 melanoma. actives 4.4% (n = 78,000)
SK-MEL-28: SK-MEL-28 melanoma. actives 4.1% (n = 81,000). AID 1794761
M14: M14 melanoma; actives 6.2% (n = 80,000); AID 1794745
The depositor's hits bear a star; · = no result given; & = joins results of further samples; ! = not confirmed by another sample. How the source made its calls: active means growth percent below 10; inactive means the rest. Random draw from the library; 9.8% or so of the library scored in one or more.

Compound | EKVX | A549/ATCC | M14 | UACC-62 | SK-MEL-28 | UACC-257 | SK-MEL-5 | HOP-92
N#CC1(C#N)C(c2coc3ccc(F)cc3c2=O)OC23CCCCC2C1(C#N)C(=N)O3 (stereo not drawn) | 96 | 114 | 88 | 90 | 101 | 117 | · | 110
C=CCCN1CCCC1 | 100 | 94 | 92 | 90 | 116 | 97 | 97 | 94
CCOC(=O)/C(C#N)=C1/C(=O)Nc2ccccc21 | 117 | 112 | 95 | 103 | 115 | 123 | 115 | 110
O=C(NCCCl)c1cccc(Cl)c1 | · | 96 | 105 | 100 | 103 | 100 | 101 | 93
CC(O)CC(c1ccccc1)c1ccccc1 (stereo not drawn) | 104 | 93 | 103 | 108 | 110 | 107 | · | 96
S=C=Nc1ccc(N2CCOCC2)cc1 | 92 | 90 | 93 | 82 | 92 | 89 | 98 | ·
COc1ccc(C(C#N)CC(=O)c2ccc3c(c2)OCO3)cc1OC (stereo not drawn) | 104 | 96 | 125 | 98 | 107 | 103 | 104 | 87
C(=N\Nc1nnc(-c2ccncc2)o1)/c1ccccc1 | 98 | 100 | 104 | 100 | 112 | 114 | 99 | 88
COc1ccc(-c2nc3sc4cc(OC)ccc4n3c2-c2nc3ccc(Cl)cc3[nH]2)cc1 | · | 95 | 93 | 94 | 96 | 98 | 89 | ·
CC(=O)N1CCNc2nc(N)[nH]c(=O)c21 | 104 | 83 | 86 | · | 110 | 85 | 107 | 103
O=C(CCCCC(=O)Nc1ccc(C2=NCCN2)cc1)Nc1ccc(C2=NCCN2)cc1 | 100 | 87 | 98 | 109 | 115 | 97 | 94 | 101
CCCCCCOc1ccc(/C=C/C(=O)c2ccc(B(O)O)cc2)cc1 | · | 76 | 81 | 79 | 106 | 83 | 81 | 5.7*
CC1CCN(C(=O)Nc2c(Cl)cccc2Cl)CC1 | · | 100 | 97 | 96 | 107 | 103 | 99 | ·
Cc1cc(N=Nc2ccc(NC(=O)c3ccc(N)cc3)cc2C)ccc1N=Nc1ccc(N=Nc2ccc3cc(S(=O)(=O)O)cc(S(=O)(=O)O)c3c2)c(C)c1 | 98 | 99 | 109 | 100 | 111 | 117 | 109 | ·
COc1ccc(NC(=O)c2sc3nc(C)c(C(=O)c4ccc(OC)cc4)cc3c2N)cc1 | 69 | 25 | 33 | 46 | 65 | 56 | 35 | 67

Compound | EKVX | A549/ATCC | M14 | UACC-62 | SK-MEL-28 | UACC-257 | SK-MEL-5 | HOP-92
O=S(O)c1cccs1 | 114 | 98 | 94 | 101 | 114 | 106 | 118 | 96
OCC[S+](CCO)CCO | 98 | 106 | 104 | 113 | 104 | 111 | 104 | 92
COc1cc(-c2nc(-c3nnc(-c4ccc(F)cc4F)o3)c3ccccn23)cc(OC)c1OC | 97 | 88 | 104 | 104 | 118 | 96 | 100 | 98
Nc1ccc(I)cc1 | 93 | 80 | 87 | 59 | 97 | 97 | 77 | 78
Cc1ccc(NC(=O)C(c2ccccc2)c2ccccc2)cc1 | 89 | 102 | 95 | 74 | 106 | 104 | 95 | 92
CC(C)C(C)(O)c1ccccc1 (stereo not drawn) | · | 102 | 111 | 94 | 111 | 103 | 101 | 105
Cc1ccc(O)c(N2C(=NCCc3ccc(S(N)(=O)=O)cc3)NS(=O)(=O)c3cnccc32)c1 | 98 | 65 | 97 | 97 | 105 | 106 | 116 | 53
C(=C\c1ccccn1)/c1cccnc1 | 134 | 110 | 113 | 98 | 104 | 41 | 115 | 86
c1csc(CCCN2CCCCC2)c1 | 95 | 106 | 120 | 103 | 113 | 94 | 102 | 110
Cc1cc(NCCCN(C)C)c2ccc3c(ccc4c(NCCCN(C)C)cc(C)nc43)c2n1 | -34* | -22* | -83* | -97* | -98* | -52* | -98* | -51*
CC(=O)C1=C(C)NC(NNc2ccccc2)=NC1c1ccc([N+](=O)[O-])cc1 (stereo not drawn) | 80 | 88 | 101 | 53 | 102 | 104 | 99 | 100
COC(=O)/C=C1/S/C(=N\N=C\c2ccc(OS(=O)(=O)C(F)(F)C(F)(F)C(F)(F)C(F)(F)F)cc2)N(c2ccccc2)C1=O | 103 | 97 | · | 78 | 105 | 101 | 99 | 104
COc1cc(/C=C/c2ccccc2)ccc1O | · | 110 | 106 | 108 | 125 | 105 | 99 | ·
O=C(Nc1cccc([N+](=O)[O-])c1)Nc1cccc([N+](=O)[O-])c1 | 50&77 | 61&82 | 45&87 | 30&69 | 60&89 | 68&93 | 55&70 | 3.0*!
COc1ccc(-c2nn(-c3ccccc3)cc2C2CC(c3cc4ccccc4oc3=O)=NN2c2ccccc2)cc1 (stereo not drawn) | 81 | 98 | 88 | 81 | 104 | 97 | 92 | 70

Ordered by molar mass (descending): part of the list above.
Compound | EKVX | A549/ATCC | M14 | UACC-62 | SK-MEL-28 | UACC-257 | SK-MEL-5 | HOP-92
COc1ccc(-c2nn(-c3ccccc3)cc2C2CC(c3cc4ccccc4oc3=O)=NN2c2ccccc2)cc1 (stereo not drawn) | 81 | 98 | 88 | 81 | 104 | 97 | 92 | 70
Cc1cc(NCCCN(C)C)c2ccc3c(ccc4c(NCCCN(C)C)cc(C)nc43)c2n1 | -34* | -22* | -83* | -97* | -98* | -52* | -98* | -51*
CC(=O)C1=C(C)NC(NNc2ccccc2)=NC1c1ccc([N+](=O)[O-])cc1 (stereo not drawn) | 80 | 88 | 101 | 53 | 102 | 104 | 99 | 100

Continued.
Compound | EKVX | A549/ATCC | M14 | UACC-62 | SK-MEL-28 | UACC-257 | SK-MEL-5 | HOP-92
O=C(Nc1cc(Cl)cc(Cl)c1)Nc1nc2ccc([N+](=O)[O-])cc2s1 | 6.9* | 9.1* | -9.8* | -34* | -2.5* | -14* | -77* | -6.7*
CN(C)CCOc1ccc(Nc2nccc(NCc3ccco3)n2)cc1 | 92 | 91 | 104 | 85 | 102 | 93 | 80 | 72
CCOC(=O)c1ccccc1NC(=O)C(C)N1CCOCC1 (stereo not drawn) | 105 | 95 | 97 | 97 | 117 | 103 | 104 | 85
COc1ccc2oc(=O)cc(Cn3cc(COc4ccc5c(c4)NC(=O)CC5)nn3)c2c1 | 100 | 101 | 114 | 84 | 104 | 105 | 92 | 99
Nc1nonc1-c1nc2ccccc2n1Cc1ccccn1 | · | 89 | 86 | 86 | 86 | 97 | 98 | 68
N#Cc1c(NCc2ccc(Cl)cc2)oc(-c2ccccc2)c1-c1ccccc1 | 77 | 81 | 94 | 71 | 117 | · | 77 | ·
OCC(O)C(O)C(O)C(O)CO (stereo not drawn) | · | 103&96 | 101&101 | 105&115 | 106&108 | 102&105 | 102&104 | 115
O=[N+]([O-])c1ccccc1N=Nc1c(O)[nH]c2ccc(F)cc12 | 68 | 89 | 104 | 88 | 104 | 92 | 92 | 80
O=C(Nc1ccccc1)C1CNCCS1 (stereo not drawn) | 113 | 98 | 105 | 93 | 107 | 95 | 105 | 103
O=CNCCO | 98 | 92 | 88 | 92 | · | 90 | 109 | 99
O=C1/C(=C\c2cccn2Cc2ccc(Cl)cc2)c2ccccc2N1c1c(Cl)cccc1Cl | 62 | 67 | 101 | 72 | 91 | 93 | 66 | 75
O=C(/C=C/c1ccco1)c1ccc(Nc2ccnc3cc(Cl)ccc23)cc1 | 85 | 62 | 83 | 108 | 103 | 98 | 69 | 41
Cc1cccc[n+]1CC(O)C[n+]1ccccc1C | 103 | 91 | 91 | 89 | 105 | 93 | 101 | 86
COc1cc(CNc2ccccc2C(=O)N2CCN(C(=O)c3cc(-c4cc(OC)c(OC)c(OC)c4)n4nc(-c5ccccc5)cc4n3)CC2)cc(OC)c1OC | 64 | 38 | 33 | 27 | 53 | 38 | 16 | ·
COc1cc2c(c(OC)c1OC)C(=O)CC(c1cccc(NC(=O)[C@@H](N)CC(C)C)c1)O2 (stereo partly drawn) | 99 | 93 | 116 | 97 | 115 | 94 | 97 | 80

Compound | EKVX | A549/ATCC | M14 | UACC-62 | SK-MEL-28 | UACC-257 | SK-MEL-5 | HOP-92
COc1ccc(-c2nc3ccc(-c4nnc(SCc5ccccc5)o4)cc3[nH]2)cc1 | -0.1* | -5.6* | 5.6* | -72* | -36* | 22 | -22* | 21
CC(=O)Nc1nc(-c2ccc(N3CCCC(C)C3)c(NS(=O)(=O)c3cccc4c(N(C)C)cccc34)c2)cs1 (stereo not drawn) | 84 | 80 | 80 | 66 | 83 | · | 80 | 73
Cc1csc(/N=C(N)/N=C(\N)c2ccccc2Br)n1 | 85 | 99 | 97 | 87 | 107 | 98 | 98 | 38
Nc1nc(N)c2c(n1)NC(c1ccc(Cl)cc1)CC(c1ccc3c(c1)OCO3)=N2 (stereo not drawn) | 77 | 89 | 94 | 74 | 105 | 81 | 29 | 88
Clc1cc(Cl)c(OCC#CI)cc1Cl | 99 | 101 | 38 | 63 | 17 | -3.1* | · | ·
COc1ccc(/C=C/C(=O)c2ccc(NC(=O)CSc3nnc(-c4ccc(-c5nc6ccccc6[nH]5)cc4)o3)cc2)cc1OC | 102 | 101 | · | 92 | 101 | 101 | 102 | 146
CCC(C(O)c1ccc(Cl)cc1)[N+](=O)[O-] (stereo not drawn) | 104 | 101 | 108 | 95 | 106 | 101 | 104 | 95
Cc1ccc(OC(=O)c2ccccc2)cc1 | 122 | 99 | 113 | 112 | 120 | 94 | 101 | 130
O=C1c2ccccc2C2N1CCCN2C(=O)c1sc2ccccc2c1Cl (stereo not drawn) | · | 86 | 87 | 81 | 108 | 100 | 66 | 54
CN(C)CCC(=O)c1ccc(Cl)cc1 | 124&115 | 107&109 | 109&99 | 101&99 | 115&107 | 104&103 | 112&103 | 124&86
CN1CCN(Cc2ccc(NC(=O)c3cncc(C#Cc4c(N)ncc5ccccc45)c3)cc2C(F)(F)F)CC1 | -35* | -88* | -74* | -94* | -83* | -72* | -92* | -59*
O=[N+]([O-])c1ccc(N/N=C/c2ccco2)nc1 | 99 | 98 | 103 | 101 | 126 | 107 | 102 | 123
O=S1(=O)CC(O)C(Cl)C1 (stereo not drawn) | 96 | 100 | 97 | 95 | · | 87 | 101 | ·
Cc1nc(Br)c(Br)n1Cc1ccccc1 | 73 | 94 | 102 | 91 | 94 | 104 | 84 | 32
Cc1nn(-c2ccc(F)cc2)c2ncnc(NN)c12 | 83 | 106 | 108 | · | 98 | 103 | 96 | 87

Exported with values under each structure: entries from further up
Values run as follows: EKVX | A549/ATCC | M14 | UACC-62 | SK-MEL-28 | UACC-257 | SK-MEL-5 | HOP-92
N#CC1(C#N)C(c2coc3ccc(F)cc3c2=O)OC23CCCCC2C1(C#N)C(=N)O3 (stereo not drawn)
 : 96 | 114 | 88 | 90 | 101 | 117 | · | 110
C=CCCN1CCCC1
 : 100 | 94 | 92 | 90 | 116 | 97 | 97 | 94
CCOC(=O)/C(C#N)=C1/C(=O)Nc2ccccc21
 : 117 | 112 | 95 | 103 | 115 | 123 | 115 | 110
O=C(NCCCl)c1cccc(Cl)c1
 : · | 96 | 105 | 100 | 103 | 100 | 101 | 93
CC(O)CC(c1ccccc1)c1ccccc1 (stereo not drawn)
 : 104 | 93 | 103 | 108 | 110 | 107 | · | 96
S=C=Nc1ccc(N2CCOCC2)cc1
 : 92 | 90 | 93 | 82 | 92 | 89 | 98 | ·
COc1ccc(C(C#N)CC(=O)c2ccc3c(c2)OCO3)cc1OC (stereo not drawn)
 : 104 | 96 | 125 | 98 | 107 | 103 | 104 | 87
C(=N\Nc1nnc(-c2ccncc2)o1)/c1ccccc1
 : 98 | 100 | 104 | 100 | 112 | 114 | 99 | 88
COc1ccc(-c2nc3sc4cc(OC)ccc4n3c2-c2nc3ccc(Cl)cc3[nH]2)cc1
 : · | 95 | 93 | 94 | 96 | 98 | 89 | ·
CC(=O)N1CCNc2nc(N)[nH]c(=O)c21
 : 104 | 83 | 86 | · | 110 | 85 | 107 | 103
O=C(CCCCC(=O)Nc1ccc(C2=NCCN2)cc1)Nc1ccc(C2=NCCN2)cc1
 : 100 | 87 | 98 | 109 | 115 | 97 | 94 | 101
CCCCCCOc1ccc(/C=C/C(=O)c2ccc(B(O)O)cc2)cc1
 : · | 76 | 81 | 79 | 106 | 83 | 81 | 5.7*
CC1CCN(C(=O)Nc2c(Cl)cccc2Cl)CC1
 : · | 100 | 97 | 96 | 107 | 103 | 99 | ·
Cc1cc(N=Nc2ccc(NC(=O)c3ccc(N)cc3)cc2C)ccc1N=Nc1ccc(N=Nc2ccc3cc(S(=O)(=O)O)cc(S(=O)(=O)O)c3c2)c(C)c1
 : 98 | 99 | 109 | 100 | 111 | 117 | 109 | ·
COc1ccc(NC(=O)c2sc3nc(C)c(C(=O)c4ccc(OC)cc4)cc3c2N)cc1
 : 69 | 25 | 33 | 46 | 65 | 56 | 35 | 67
O=S(O)c1cccs1
 : 114 | 98 | 94 | 101 | 114 | 106 | 118 | 96
OCC[S+](CCO)CCO
 : 98 | 106 | 104 | 113 | 104 | 111 | 104 | 92
COc1cc(-c2nc(-c3nnc(-c4ccc(F)cc4F)o3)c3ccccn23)cc(OC)c1OC
 : 97 | 88 | 104 | 104 | 118 | 96 | 100 | 98

(list continues)
Compound | EKVX | A549/ATCC | M14 | UACC-62 | SK-MEL-28 | UACC-257 | SK-MEL-5 | HOP-92
NNc1nc(-c2cc3ccccc3oc2=O)cs1 | 93 | 92 | 104 | 92 | 101 | 99 | 98 | 80
O=C(Nc1ccc2c(c1)Cc1cc([N+](=O)[O-])ccc1-2)C(F)(F)F | 71 | 68 | 107 | 94 | 111 | 90 | · | 77
COc1cc(C2=NN(C(C)=O)C(c3ccc(Oc4ccc(Br)cc4)cc3)C2)cc(OC)c1OC (stereo not drawn) | 55 | 66 | 78 | 58 | 95 | 75 | 69 | 73
Cc1ccc(NC(=O)/C=N/O)cc1 | 102 | 101 | 96 | 103 | 101 | 100 | 103 | 113
CN(c1ccccc1)S(=O)(=O)c1cccc(NC(=O)Cn2ccc(C(F)(F)F)n2)c1 | 120 | 102 | 101 | 106 | 114 | · | 92 | 79
CNC(=O)OCCOC1CCC2(C)C(CCC3C2CCC2(C)C(C(C)CCCC(C)C)CCC32)C1 (stereo not drawn) | · | 103 | 104 | 95 | 108 | 99 | 95 | ·
